# Assay outcomes: PubChem BioAssay, National Center for Advancing Translational Sciences (NCATS)
# Tau fluor counter – counter-screen for tau fibril formation inhibitors | actives 0.93% (n = 280,000) | AID 1463 | Potency, µM (series often up to 57.7 µM), inactives show at the highest dose activity change, negative = decrease | tau K18 P301L Alexa594 fluorescence, heparin fibrillization; also: potency is read from the fitted curve at half-maximal effect; % is scaled to controls: 0 for no effect and ±100 for the full control effect; nearly all actives have a fitted effect of over 55% in size
#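 Human tau K18 P301L (15 uM unlabeled, 0.24 uM Alexa 594-labeled) in 100 mM sodium acetate pH 7 with 20 uM heparin, 6 hr at 37 C. ThT 30 uM added, 1 hr ambient; Alexa 594 FP and total fluorescence read at 555/632 nm.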
# TexasRed fluor – counter-screen for TRb-SRC2 inhibitors: fluorescence interference | actives 0.29% (n = 280,000) | AID 1479 | TRb/SRC2 Texas Red total fluorescence interference | Potency, µM (doses to about 106 µM), for inactives: top-dose fluorescence change, negative = quenching; active = well fitted curve in either direction with a large enough effect; inconclusive = small, poorly fitted or top-dose-only effect; also: potency is read from the fitted curve at half-maximal effect; % is scaled to controls: 0 for no effect and ±100 for the full control effect
#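 Flags fluorescent or light-absorbing compounds by total fluorescence, S + 2P, at 555 nm excitation and 632 nm emission. Mixture: 20 nM Texas Red SRC2 peptide, 0.6 uM human TRb LBD, 1 uM T3, 5% DMSO; compound exposure 5 h at ambient temperature.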
# Tau fibril FP – tau fibrillization inhibition (FP); P10636; K18 P301L tau heparin fibrillization, Alexa594 FP, 6 h; Potency, µM (highest dose often 57.7 µM), inactives show at the top dose activity, negative = inhibition, actives largely listed as inhibitors; actives 0.39% (n = 280,000); also: potency is read from the fitted curve at half-maximal effect; % is scaled to controls: 0 for no effect and ±100 for the full control effect; nearly all actives have a fitted effect of over 55% in size
#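 Heparin (20 uM) drove fibril formation of recombinant tau K18 P301L, 15 uM unlabeled with 0.24 uM Alexa 594 label, for 6 hr at 37 C in 100 mM sodium acetate pH 7. Fluorescence polarization (555/632 nm) read 1 hr after 30 uM ThT.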
# CBFb RUNX1 block – inhibitors of human CBF-beta and RUNX1 interaction. AID 1477. AlphaScreen CBFb-His/RUNX1-biotin binding, biochemical. Potency, µM (titrated, usually from 59.8 µM), inactives show top-dose activity, negative = inhibition, usual class: inhibitors. 230,000 tested, under 10 active. Q01196+Q13951; also: % of control where 0% means no effect
# Target sequence (Q01196 whole entry, looked up): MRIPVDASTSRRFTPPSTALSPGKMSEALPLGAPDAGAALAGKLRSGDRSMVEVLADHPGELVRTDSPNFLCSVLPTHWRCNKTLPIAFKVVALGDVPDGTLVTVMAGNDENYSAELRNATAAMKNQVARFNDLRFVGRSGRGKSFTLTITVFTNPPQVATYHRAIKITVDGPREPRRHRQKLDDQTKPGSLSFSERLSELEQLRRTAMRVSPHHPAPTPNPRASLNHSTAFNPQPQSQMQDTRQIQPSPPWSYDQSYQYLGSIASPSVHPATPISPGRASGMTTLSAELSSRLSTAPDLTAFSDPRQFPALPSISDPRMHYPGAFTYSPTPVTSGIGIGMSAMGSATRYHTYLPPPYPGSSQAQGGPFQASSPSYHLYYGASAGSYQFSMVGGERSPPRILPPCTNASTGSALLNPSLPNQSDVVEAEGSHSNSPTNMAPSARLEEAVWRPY
# Target sequence (Q13951 whole entry, looked up): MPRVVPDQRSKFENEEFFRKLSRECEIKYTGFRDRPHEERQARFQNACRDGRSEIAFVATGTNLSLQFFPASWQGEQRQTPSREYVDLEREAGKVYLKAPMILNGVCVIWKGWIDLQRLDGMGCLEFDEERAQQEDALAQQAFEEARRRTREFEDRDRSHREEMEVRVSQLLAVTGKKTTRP
#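 AlphaScreen binding: CBFb-His and RUNX1-biotin (30 nM each) preincubated 20 min, compound added for 15 min, then nickel and streptavidin beads for 90 min, all at room temperature. Disruption of the interaction by any mechanism counts as activity.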
# aGal spleen mod – inhibitors or activators of human alpha-galactosidase in spleen homogenate; P06280; human spleen homogenate, 4MU-alpha-Gal fluorescence, 40 min; Potency, µM (series often up to 80 µM), inactives show top-dose activity change, negative = inhibition, usual class: inhibitors; actives 0.008% (n = 240,000); AID 2107;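 also: potency is read from the fitted curve at half-maximal effect; 0% = enzyme with vehicle and -100% = no enzyme basal signal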
#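 Inhibition or activation of alpha-galactosidase in human spleen homogenate is scored by 4-MU fluorescence after 40 min at 37C, pH 5.0, with 1 mM substrate. AC50s come from concentration-response fitted to the Hill equation.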
# TRb-SRC2 inh – TRbeta-SRC2 interaction inhibition | Potency, µM (titrated, usually from 106 µM), for the others: at the top dose activity change, negative = inhibition, usual class: inhibitors | P10828 | actives 0.065% (n = 280,000) | AID 1469 | TRbeta-SRC2 peptide binding, fluorescence polarization; receptor liganded with 1 µM T3;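 also: potency is read from the fitted curve at half-maximal effect; plate controls were bound peptide for no effect and peptide without receptor for full effect; nearly all actives have a fitted effect of over 50% in size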
#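 Decrease in fluorescence polarization of 20 nM Texas Red SRC2 coactivator peptide flagged inhibition of its binding to 0.6 uM TRb LBD; 1 uM T3 included, incubation 5 hr, ex 555/em 632 nm.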
# NPSR antagonist – antagonists of human neuropeptide S receptor cAMP signaling. actives 1% (n = 220,000). Q6W5P4. CHO-NPSR cells, cAMP TR-FRET, antagonist mode. Potency, µM (highest dose often 38.3 µM), for inactives: top-dose activity change, negative = inhibition, hits mostly inhibitors; also: potency is read from the fitted curve at half-maximal effect; % is scaled to controls: 0 for no effect and ±100 for the full control effect; nearly all actives have a fitted effect of over 50% in size; many of its hits are not listed in these tables
# Target sequence (Q6W5P4 whole entry, looked up): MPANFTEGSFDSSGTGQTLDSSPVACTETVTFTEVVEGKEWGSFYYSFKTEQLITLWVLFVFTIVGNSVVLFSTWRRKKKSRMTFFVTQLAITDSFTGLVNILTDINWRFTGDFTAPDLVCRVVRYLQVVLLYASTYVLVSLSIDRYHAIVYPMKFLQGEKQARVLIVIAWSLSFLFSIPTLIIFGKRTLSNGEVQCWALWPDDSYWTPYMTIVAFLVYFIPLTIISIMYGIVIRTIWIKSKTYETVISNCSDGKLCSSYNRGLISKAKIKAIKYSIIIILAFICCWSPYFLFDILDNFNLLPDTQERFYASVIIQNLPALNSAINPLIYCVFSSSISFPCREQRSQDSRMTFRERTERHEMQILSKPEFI
# Epigenetic derep – epigenetic control regulation, reporter derepression; Potency, µM (top dose mostly 53.9 µM), for inactives: at the top dose GFP activation, hits mostly activators; actives 0.2% (n = 280,000); murine LDR cells, GFP reporter derepression, 30 h; AID 1865; also: potency is read from the fitted curve at half-maximal effect; % of control where 0% means no effect; nearly all actives have a fitted effect of over 60% in size
#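 GFP-positive cell count by laser-scanning cytometry (objects 20–120 um) after 30 h, 37 C compound exposure of murine LDR cells; reporter is CMV-GFP integrated at a silenced locus, inducible by HDAC or DNMT inhibitors.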
# * hit, by the source's call; ? = inconclusive; · = not tested or not shown; & = joins results of further samples; [ ] = remark or other dose. Unless noted, calls follow the shape of the dose curve; as a rule, active = well fitted curve in the direction sought with a large enough effect; inconclusive = small, poorly fitted or top-dose-only effect, or another doubt; inactive = no such curve, though single readings can be large; an effect the other way counts as inactive or inconclusive. Some of the compounds tested; the hit share may differ from the screen's.
SMILES,Tau fluor counter,TexasRed fluor,Tau fibril FP,CBFb RUNX1 block,aGal spleen mod,TRb-SRC2 inh,NPSR antagonist,Epigenetic derep
CCN(CC)CCN1C(=O)C(=O)/C(=C(/O)c2cnn(-c3ccccc3)c2C)C1c1cccnc1 (stereo not given),8%,0%,1%,6%,-1%,-2%,5%[46.1 µM],-1.0%
Cc1ccc(S(=O)(=O)NCCCN(C)C)cc1,12%,1%,5%,3%,3%,3%,2%[46.1 µM],0.0%
Cc1ccc(C)c(NC(=O)c2nnn(Cc3ccccc3)c2N)c1,-11%,-3%,-7%,3%,16%,0%,-14%[46.1 µM],-2.5%
Cc1ccc2c(c1)C1CN(C)CCC1N2C(=S)NC(=O)c1ccc(Cl)cc1Cl (stereo not given),-1%,-1%,5%,6%,0%,0%,-14%,0.0%
COCCCNC(=O)c1ccc(Cn2c(=O)c3cccn3c3cccnc32)cc1,-15%,0%,-7%,·,·,6%,·,0.2%
COC(=O)c1c(NC(=O)c2cc(=O)c3cc(C)cc(C)c3o2)sc2c1CCC2,-4%,4%,1%,·,·,4%,·,-1.9%
OC1(c2ccc3ccccc3c2)CCN(Cc2ccccc2)C1 (stereo not given),-7%,-6%,-2%,-1%,2%,-3%,13%[46.1 µM],0.7%
COc1ccccc1CCNC(=O)c1ccc2c(c1)c(C)c(C)n2Cc1ccc(Cl)cc1,-13%,2%,-2%,·,·,-7%,·,-2.3%
CCN1C(=O)c2cccc3c(S(=O)(=O)Nc4c(C)n(C)n(-c5ccccc5)c4=O)ccc1c23,6%,-2%,9%,7%,-17%,-3%,-9%[46.1 µM],-0.8%
Cn1ccnc1SCC(=O)Nc1nc2c(F)c(F)c(F)cc2s1,0%,-1%,-4%,17%,-4%,2%,14%,-2.2%
N/C(=N\OC(=O)c1ccc(Cl)cc1Cl)c1ccccn1,-2%,-1%[53 µM],-1%,?,-13%,-3%[53 µM],52%,0.2%
Cc1cccc(/C=C2\CCC(=C3SCCCS3)C2=O)c1,-22%,-4%,-5%,-19%,0%,-10%,?,-0.5%
CCc1ccc(C(=O)c2cn(CC(=O)NCCc3ccc(OC)c(OC)c3)c3nc(C)ccc3c2=O)cc1,-24%,0%,-15%,·,·,-7%,·,-2.6%
NS(=O)(=O)c1ccc(NNC(=O)c2cccs2)cc1,·,-2%,·,11%,4%,5%,21%,-2.4%
CCOC(=O)c1c(C)[nH]c(C(=O)COC(=O)CSC)c1C,-13%,1%,-4%,-5%,-2%,10%,-15%[46.1 µM],-0.2%
Cc1ccc(NC(=O)c2cc3c(s2)CCCC3)cc1S(=O)(=O)Nc1ccccc1Cl,-27%,-3%,?,-7%,0%,1%,-25%,-1.0%
COc1ccc(C(=O)CSC#N)cc1OC,-9%,-1%,?,5%,7%,-1%,24%,?
CC1=CSC2=NS(=O)(=O)CCN12,-7%,0%,-9%,10%,0%,7%,11%,0.1%
O=c1c2ccccc2nnn1CSc1ccccc1F,-3%,0%,0%,4%,-12%,-9%,4%,-2.5%
C#Cc1ccc([C@@H]2C=C(C(=O)NCc3ccccc3)O[C@H](OCc3ccc(CO)cc3)C2)cc1,-20%,-1%,-1%,-13%,7%,-14%,38%,-1.5%

# In the list so far, three have an aryl methoxy group.
SMILES,Tau fluor counter,TexasRed fluor,Tau fibril FP,CBFb RUNX1 block,aGal spleen mod,TRb-SRC2 inh,NPSR antagonist,Epigenetic derep
COc1ccccc1CCNC(=O)c1ccc2c(c1)c(C)c(C)n2Cc1ccc(Cl)cc1,-13%,2%,-2%,·,·,-7%,·,-2.3%
CCc1ccc(C(=O)c2cn(CC(=O)NCCc3ccc(OC)c(OC)c3)c3nc(C)ccc3c2=O)cc1,-24%,0%,-15%,·,·,-7%,·,-2.6%
COc1ccc(C(=O)CSC#N)cc1OC,-9%,-1%,?,5%,7%,-1%,24%,?

# Single entries from the entries so far.
# Reading for `COc1ccc(C(=O)CSC#N)cc1OC` under TRb-SRC2 inh: -1%
# Reading for `N/C(=N\OC(=O)c1ccc(Cl)cc1Cl)c1ccccn1` under aGal spleen mod: -13%

# Carrying on:
SMILES,Tau fluor counter,TexasRed fluor,Tau fibril FP,CBFb RUNX1 block,aGal spleen mod,TRb-SRC2 inh,NPSR antagonist,Epigenetic derep
O=P(Cc1ccncc1)(c1ccccc1)c1ccccc1,-1%,-3%,-2%,2%,5%,-2%,12%[46.1 µM],-2.5%
COC(=O)[C@@]1(Cc2ccc(OC)cc2)[C@H]2c3cc(C(=O)N4CCCC4)n(Cc4ccc(OC)c(OC)c4)c3C[C@H]2CN1C(=O)c1ccccc1,-17%&-9%,1%&2%,-3%&-1%,4%[2.36 µM],-18%&7%,-8%&2%,-45%,?
CC(C)c1ccc(N2CCN(C(=O)c3ccccc3NC(=O)/C=C\C(=O)O)CC2)cc1,-13%,-4%,-1%,-8%,-13%,-8%,11%[46.1 µM],0.8%
CCOC(=O)c1cnc2c(C#N)cnn2c1N,2%,-1%,3%,-8%,-5%,-6%,-29%,-3.5%
Cn1c(=O)c2ncn(CC(=O)NCCOCc3ccccc3Cl)c2n(C)c1=O,6%,-1%,-6%,-4%,-5%,11%,-1%,-6.9%
CCOC(=O)C1CCN(C(=O)c2c(C)oc3c2C(=O)c2ccccc2C3=O)CC1,-18%,-2%,-2%,1%[2.36 µM],-5%,3%,6%,2.0%
CCN(CC)S(=O)(=O)c1ccc2c(c1)N(CC(=O)N(C)Cc1ccccc1)C(=O)CO2,-6%,-21%,-1%,·,·,-1%,·,4.4%
COc1ccc(NC(=O)CCC(=O)N(Cc2ccc(OC)c(OC)c2)c2nccs2)c(OC)c1,-8%,-1%,-2%,-4%,0%,8%,1%,0.2%
CC(=O)Nc1ccc(N2C(=O)CC(N3CCSCC3)C2=O)cc1 (stereo not given),15%,-1%,6%,-2%,-2%,-2%,8%,0.0%
CCC(=O)N1CCc2cc(S(=O)(=O)CCC(=O)NCc3ccco3)ccc21,-5%,0%,1%,4%,0%,-2%,0%,4.0%
COCCn1c(SCC(=O)Nc2cccc(S(N)(=O)=O)c2)nc2cc(Cl)ccc2c1=O,-14%,0%,7%,6%,-4%,-2%,-5%,0.0%
O=C(CC1SC(=Nc2ccc(OC(F)F)cc2)N(CCC2=CCCCC2)C1=O)Nc1ccccc1F (stereo not given),-15%,0%[53 µM],-12%,14%,-6%,0%[53 µM],-54%,-1.3%
CC(=O)c1c(N2CCN(Cc3ccccc3)CC2)[nH]c(-c2ccccc2)nc1=S,-14%,2%,-1%,-14%,4%,-2%,-16%[46.1 µM],-0.9%
CN(C)c1ccc(C(=O)c2ccccc2)cc1,-12%,2%,3%,14%,1%,-11%,-5%[46.1 µM],1.7%
CN(C)S(=O)(=O)c1ccc(NC(=O)c2ccc(Br)o2)cc1,-10%,-10%,-7%,4%,-6%,1%,-8%[46.1 µM],-1.0%
C=CCn1c(-c2ccc(OC)cc2)nc2ccccc21,-10%,-1%,-2%,6%,3%,17%,-24%[46.1 µM],8.5%
COc1ccc(C2Nc3ccccc3C(=O)N2c2ccc(F)cc2)cc1Cn1nnc2ccccc21 (stereo not given),-19%,-21%,10%,1%,1%,8%,?,0.0%
CCOC(=O)c1sc2nc(C)nc(SCC(=O)NC3CCS(=O)(=O)C3)c2c1C (stereo not given),-6%,3%,2%,6%,6%,11%,-39%,1.5%
O=C(CSc1nnc(-c2ccncc2)n1-c1ccc(F)cc1)NNC(=O)c1cccc(O)c1,-2%,-21%,5%,4%,10%,1%,16%,2.1%
COc1cccc(-c2nnc(NC(=O)c3cccs3)s2)c1,2%,-4%,-7%,4%,-11%,6%,-25%,0.0%
Cc1nn(-c2ccccn2)c2c1C(c1ccsc1)C1=C(CCCC1=O)N2 (stereo not given),-8%,-1%,-1%,-1%,2%,-6%,-20%[46.1 µM],0.0%
NC[C@@H]1O[C@H](O[C@H]2[C@H](O)[C@H](O[C@@H]3O[C@H](CO)[C@@H](O)[C@H](N)[C@@H]3O)[C@@H](N)C[C@H]2N)[C@@H](O)[C@H](O)[C@@H]1O,·,-4%[53 µM],·,-4%[21.7 µM],5%[29.1 µM],-3%[53 µM],·,-0.3%[16.9 µM]
COc1ccc(OCC(=O)Nc2cc(-c3cccc(Cl)c3)nn2-c2ccccc2)cc1,-11%,-1%,-7%,·,·,-7%,·,0.7%
Cc1ccc2c(c1)-c1c(ssc1=S)C(C)(C)N2C(=O)CSC1=NCCS1,?,2%,9%,?,-24%,-19%,-23%[46.1 µM],-0.9%
COCn1c(-c2ccccc2)nc2ccccc21,1%,1%,5%,0%,-9%,-8%,-2%[46.1 µM],-7.0%
Cc1ccc(/C=C2\SC(=S)N(CC3CCCO3)C2=O)o1 (stereo not given),-24%,9%,?,?,1%,5%,?,15%
Cc1noc(C)c1COc1ccc(C(=O)OCC(=O)N2CC3(C)CC2CC(C)(C)C3)cc1 (stereo not given),-5%,2%,-2%,2%,2%,5%,?,-1.0%
C/C(=N\NC(=O)c1ccccc1C)c1cccc([N+](=O)[O-])c1,-5%,1%,-1%,1%,4%,1%,-4%[46.1 µM],0.0%
Brc1cnc(N2CCCCC2)nc1N1CCOCC1,-7%,3%,-6%,12%,11%,-3%,-2%[46.1 µM],2.9%
Cn1c(=O)c2c(nc(NCc3ccccc3)n2Cc2ccc(Cl)c(Cl)c2)n(C)c1=O,?,-3%,?,·,·,4%,·,5.1%
Cc1ccc(Cn2nnc3c(=O)[nH]c(C4CCCN(S(=O)(=O)c5ccccc5)C4)nc32)cc1 (stereo not given),-8%,0%,8%,-4%,5%,2%,-25%[46.1 µM],-4.5%
CCc1nnc(NC(=O)CSc2nc3cccnc3n2C2CCCCC2)s1,-17%,0%,1%,-15%,-15%,-19%,-18%[46.1 µM],0.0%
O=C(N/N=C/c1sc(N2CCOCC2)nc1-c1ccccc1)c1ccccc1Cl,-16%,-3%,4%,2%,10%,4%,-36%,6.9%
Cc1ccc(NC(=O)CSc2nc(N)cc(=O)[nH]2)cc1S(=O)(=O)N1CCOCC1,-13%,7%,-7%,14%,4%,2%,-22%,-0.3%
